Source: PubChem BioAssay (The Scripps Research Institute Molecular Screening Center)
MITF primary: human MITF inhibition, primary screen; O75030; AlphaScreen MITF homodimerization, bead proximity signal; inhibition, % at 2.6 µM; 650,000 tested, 0.91% active; AID 1259374; in the data active means inhibition above about 50%;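 further: 0% = vehicle wells with protein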
Target sequence (O75030 whole entry, looked up): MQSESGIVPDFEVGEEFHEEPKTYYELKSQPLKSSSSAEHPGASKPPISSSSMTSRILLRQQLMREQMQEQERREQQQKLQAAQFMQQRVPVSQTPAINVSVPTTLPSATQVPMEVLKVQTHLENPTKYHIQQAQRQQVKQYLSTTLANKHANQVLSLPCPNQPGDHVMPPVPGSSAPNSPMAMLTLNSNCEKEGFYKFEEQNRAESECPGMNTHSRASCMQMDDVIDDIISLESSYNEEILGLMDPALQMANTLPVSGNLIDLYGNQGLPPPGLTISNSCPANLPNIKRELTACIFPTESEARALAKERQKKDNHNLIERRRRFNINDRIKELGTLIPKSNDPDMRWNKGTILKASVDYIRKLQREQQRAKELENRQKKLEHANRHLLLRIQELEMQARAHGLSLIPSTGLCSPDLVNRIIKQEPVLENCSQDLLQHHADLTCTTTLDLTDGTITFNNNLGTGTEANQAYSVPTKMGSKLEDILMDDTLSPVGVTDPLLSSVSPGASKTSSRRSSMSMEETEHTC
GPR151 activ: human GPR151 activation; Q8TDV0; PathHunter beta-arrestin GPR151 cells, luminescence; activation, % at 11.2 µM; 650,000 tested, 1% active; in the data active means activation above about 4.9%;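 further: 0% = median of compound wells and 100% = cells with positive control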
Target sequence (Q8TDV0 whole entry, looked up): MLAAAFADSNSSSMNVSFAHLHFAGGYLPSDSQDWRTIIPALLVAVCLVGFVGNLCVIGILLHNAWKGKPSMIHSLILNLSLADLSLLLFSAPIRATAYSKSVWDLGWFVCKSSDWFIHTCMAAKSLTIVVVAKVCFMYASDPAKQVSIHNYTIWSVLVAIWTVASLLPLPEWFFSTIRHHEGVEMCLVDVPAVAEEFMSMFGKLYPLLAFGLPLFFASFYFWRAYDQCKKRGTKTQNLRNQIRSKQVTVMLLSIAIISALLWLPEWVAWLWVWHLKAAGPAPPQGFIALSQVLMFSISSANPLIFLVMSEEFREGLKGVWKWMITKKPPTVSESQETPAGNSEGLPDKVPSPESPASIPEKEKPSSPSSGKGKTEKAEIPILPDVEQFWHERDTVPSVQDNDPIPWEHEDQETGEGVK
FBW7 activator: activators of human E3 ligase FBW7. AID 1259310. normalized activity (activation), % at 26.1 µM. 650,000 tested, 0.13% active. AlphaScreen FBW7–phospho-cyclin E peptide binding, activator screen; in the data active means normalized activity above about 1.9%;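 further: purified mutant Fbw7 with reduced substrate affinity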
TEAD-YAP block: TEAD-YAP interaction inhibition; HEK-TIYL cells, TEAD-Gal4/YAP UAS-luciferase luminescence; inhibition, % at 9.12 µM; 640,000 tested, 1.4% active; AID 1259422; in the data active means inhibition above about 32%;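 further: 0% = median of test compound wells and 100% = reference inhibitor wells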
Starred values were filed as active, the others as inactive; & = joins results of further samples.

Values run as follows: MITF primary	GPR151 activ	FBW7 activator	TEAD-YAP block
> N#Cc1ccccc1NC(=O)CSc1nc(-c2cccs2)cc(C(F)(F)F)c1C#N
    -10	-0.2	0.1	-3
> CCOC(=O)c1ccccc1NC(=O)c1cn(-c2cccc(OC)c2)c(=O)c2ccccc12
    13	-0.3	0.1	-6
> CCC1CCCCN1C(=O)CSc1nnc(CNC(=O)c2ccc(OC)cc2)o1 (stereo not drawn)
    -6	-0.3	-0.1	12
> O=C(NCC1CCCO1)c1cccnc1Nc1ccccc1F (stereo not drawn)
    -2	-0.2	-0.1	-4
> CCCCN(C1CCS(=O)(=O)C1)S(=O)(=O)c1ccc(OC)c(C)c1 (stereo not drawn)
    0	0.2	0.2	3
> Cc1ccc(/C=C(\NC(=O)c2ccccc2)C(=O)N2CCCC2C(=O)O)cc1 (stereo not drawn)
    20	-0.1	0.2	-6
> CCC(=O)N1CCN(c2ccc(NC(=O)c3ccccc3C)cc2)CC1
    -5	-0.2	0.0	-15
> O=C(CN1CCN(C2CCCCC2)CC1)c1ccc2cc[nH]c2c1
    14	-1.0	0.2	2
> CCSCCSc1nnc2n(N)cnn12
    17	-2.2	-0.1	0
> CN1CCN(c2ccccc2NC(=O)c2ccc(-c3cccc([N+](=O)[O-])c3)o2)CC1
    -17	0.2	-0.1	-3
> Cc1ccc(NC(=O)CN2C(=O)NC(c3ccccc3)(c3ccccc3)C2=O)c(C)c1
    -1	0.1	0.1	0
> Cc1cccc(NC(=O)CCn2c(=O)oc3ccccc32)c1
    -11	-0.5	0.2	-2
> COc1ccc(OC)c2nc(-c3cnccn3)ccc12
    19	-2.0	0.2	-19
> Cn1cnnc1-c1ccc(Nc2nccc(-c3ccc(NS(C)(=O)=O)cc3)n2)cc1
    13	2.3	-0.1	5
> Cc1ccc(S(=O)(=O)N2CCN3C(=O)CN(C)C(=O)[C@H]3C2)cc1
    0	-0.3	0.1	0
> O=C(/C=C/c1cccc([N+](=O)[O-])c1)Nc1ccc(S(=O)(=O)N2CCOCC2)cc1
    3	2.0	0.1	8
> COC(=O)C(Cc1ccc(O)cc1)NC(=O)C(CC(=O)OC(C)(C)C)NC(=O)OC(C)(C)C (stereo not drawn)
    17	-1.9	0.2	2
> COc1ccc(OCC(=O)Nc2ccc([N+](=O)[O-])cc2Cl)cc1
    0	-0.9	-0.2	10
> O=c1oc(-c2ccco2)nc2c1cnn2-c1ccccc1
    1	-1.1	0.6	6
> Cc1c(NC(=O)Nc2ccc(Cl)cn2)sc2nc3n(c(=O)c12)CCC(C)CC3 (stereo not drawn)
    -3	0.3	-0.3	-11

Pulled by compound from the entries so far (five):
Values run as follows: MITF primary	GPR151 activ	FBW7 activator	TEAD-YAP block
> O=C(/C=C/c1cccc([N+](=O)[O-])c1)Nc1ccc(S(=O)(=O)N2CCOCC2)cc1
    3	2.0	0.1	8
> Cc1c(NC(=O)Nc2ccc(Cl)cn2)sc2nc3n(c(=O)c12)CCC(C)CC3 (stereo not drawn)
    -3	0.3	-0.3	-11
> N#Cc1ccccc1NC(=O)CSc1nc(-c2cccs2)cc(C(F)(F)F)c1C#N
    -10	-0.2	0.1	-3
> Cc1ccc(NC(=O)CN2C(=O)NC(c3ccccc3)(c3ccccc3)C2=O)c(C)c1
    -1	0.1	0.1	0
> COc1ccc(OCC(=O)Nc2ccc([N+](=O)[O-])cc2Cl)cc1
    0	-0.9	-0.2	10

The results go on:
Values run as follows: MITF primary	GPR151 activ	FBW7 activator	TEAD-YAP block
> COc1ccccc1Oc1nc2ccccn2c(=O)c1/C=C(\C#N)C(=O)NCC1CCCO1 (stereo not drawn)
    -18	-8.3	0.6	-9
> Cc1ccc(C(=O)Sc2sc(=S)sc2SC(=O)c2ccc(C)cc2)cc1
    5	-0.6	0.0	15
> Cc1ccccc1Nc1ncc(F)c(Nc2ccccc2C)n1
    -2	-2.1	0.8	-5
> C/C(CC(=O)Nc1c(C)cc(C)cc1C)=N\NC(=O)c1cccnc1
    -3	4.2	-0.1	-14
> COc1ccc(/C=C2\SC(=O)N(C(C(=O)O)C(C)C)C2=S)cc1OC (stereo not drawn)
    9	-0.6	0.0	16
> COC(=O)C1=C(C)NC(=O)NC1c1ccc(OS(=O)(=O)c2ccc(C)cc2)cc1 (stereo not drawn)
    19	2.3	0.1	-6
> CCn1cc(C(=O)NC2CCCCCC2)c(=O)c2cc(S(=O)(=O)N(C)C)ccc21
    8	1.3	0.0	-12
> COCC(C)NC(=O)C1=CC(c2ccco2)=NS(=O)(=O)N1C (stereo not drawn)
    10	-0.3	0.4	12
> Cc1ccc(S(=O)(=O)N(CC(=O)NCc2ccco2)C2CCCCC2)cc1
    11	0.4	0.0	11
> CC(=O)Nc1ccc(Nc2nc(-c3ccc(C(N)=O)cc3)ncc2C)cc1
    -4	-1.0	-0.3	8
> CC(C)N=Cc1c(O)c([N+](=O)[O-])cc2oc3c(c12)CCCC3
    20	0.6	0.0	-11
> CC1CCCCN1c1ccc(N2CCN(S(C)(=O)=O)CC2)nn1 (stereo not drawn)
    4	-2.0	0.0	-30
> CC(=O)NC1CCC(C(=O)O)(c2ccccc2)C1 (stereo not drawn)
    17	-0.5	0.2	-7
> COc1cc(C2C(C(=O)Nc3cccc(C)n3)=C(C)NC3=C2C(=O)CC(C)(C)C3)ccc1O (stereo not drawn)
    7	0.1	0.1	2
> O=C(c1cc(-c2ccccc2)n[nH]1)N1CCN(C(=O)c2ccco2)CC1
    5	0.3	0.0	-5
> Cc1cc(C)c(S(=O)(=O)N(C)CC(=O)Nc2cc([N+](=O)[O-])ccc2C)c(C)c1
    34	-0.5	-0.1	8
> CCOC(=O)C1CCCN(S(=O)(=O)c2ccc(F)c(C(=O)Nc3ccc(F)c(F)c3)c2)C1 (stereo not drawn)
    6	2.8	0.0	-5
> O=C1C2CC=CCC2C(=O)N1c1ccc(Br)cc1Cl (stereo not drawn)
    10	0.0	-0.2	-14
> O=C(Nc1nc(-c2ccccc2)c(-c2ccccc2)s1)c1ccco1
    -3	-0.1	-0.1	-4
> O=C(c1cc2cc([N+](=O)[O-])ccc2oc1=O)n1cccn1
    37	0.4	-1.3	4
> CC(=O)Nc1ccc2nc3c(cc2c1)[nH]c1ccccc13
    11	-1.9	0.3	32*
> Cc1cc(NC(=O)COC(=O)COc2ccc3c(c2)CCC3)no1
    0	0.2	0.1	11
> Cc1c(NC(=O)/C=C/c2cccc([N+](=O)[O-])c2)cccc1-c1nc2ncccc2o1
    -15	-0.7	-0.1	-1
> COc1cccc(N/C(SCc2ccccc2C)=C(/C#N)C(=O)NCCc2ccc(OC)c(OC)c2)c1
    19	1.0	0.0	5
> COC(=O)C(CCSC)NC(=O)C(NC(=O)C1CCC(C)CC1)C(C)C (stereo not drawn)
    -5	0.8	-0.1	1
> Cc1nc(N2CCCCCC2)c2cc(C)sc2n1
    6	-0.6	0.2	16
> COc1ccccc1Cn1ccn(CC(N)=O)c(=O)c1=O
    2	0.7	0.0	2
> COCCOC(=O)c1[nH]c2c(c1C)C(=O)CC(c1ccc(N(C)C)cc1)C2 (stereo not drawn)
    0	1.0	0.3	-7
> CCc1nnc(NC(=O)CSc2nnc(COc3ccc(Cl)cc3Cl)o2)s1
    -6	-1.0	-1.1	-19
> O=C(O)c1c[nH]c2ccc(S(=O)(=O)N3CCCCC3c3cccnc3)cc2c1=O (stereo not drawn)
    34	0.8	-0.2	7
> COc1cc(NC(=O)COc2c(C)cc(C)cc2[N+](=O)[O-])c(OC)cc1Cl
    13	-1.2	-0.2	0
> N/C(=N\OC(=O)c1ccc(Cl)cc1[N+](=O)[O-])c1cccc(Br)c1
    -2	0.1	-0.1	-35
> O=C(O)c1ccc(NCN2C(=O)c3cccnc3C2=O)cc1
    16	-1.6	-0.2	-1
> CC(O)c1nc2ccc(Cc3ccc4nc(C(C)O)[nH]c4c3)cc2[nH]1 (stereo not drawn)
    -19	0.4	0.2	6
> CCOc1ccc([C@@H]2C[C@H]3CN(Cc4ccccc4C)C(=O)[C@]34CCCN24)cc1CO
    0	-1.3	0.0	-5
> O=[N+]([O-])c1cccc(S(=O)(=O)NCc2ccc(F)cc2)c1
    4	9.0*	0.0	10
> CC(=O)Nc1scc(-c2cc(C)ccc2C)c1C#N
    -2	0.0	-0.2	-4
> Cc1ccc(CNC(=O)CSc2nc3ccsc3c(=O)n2-c2ccc(C)c(C)c2)cc1
    9	-0.7	0.2	4
> CC(C)C1C(=O)Nc2cc(S(C)(=O)=O)ccc2N1C(=O)c1cccs1 (stereo not drawn)
    -18	-2.5	-0.2	-3
> O=C1NC(=O)C(Cc2ccccc2)(C2CCN(C3CCSCC3)CC2)N1 (stereo not drawn)
    11	-0.5	0.1	2
> CC(=O)Nc1ccc(Nc2nc(Nc3ccncc3)nc3nc[nH]c23)cc1
    12	-0.7	-0.1	9
> COc1ccc(CCNC(=O)CCn2c(SCC(=O)NC3CCCC3)nc3ccccc3c2=O)cc1OC
    3	0.0	-0.1	3
> Cc1ccc(CN2CCC(CO)(Cc3ccccc3)CC2)o1
    -8	-1.0	-0.1	2
> CCC(NS(=O)(=O)c1ccc(F)cc1)C(=O)O (stereo not drawn)
    -2	0.4	0.1	8
> N#CCc1nnc(N2CCOCC2)n1-c1ccccc1
    1	2.7	0.0	-15
> Cc1ccc(-c2cnn3c(N4CCN(C)CC4)ccnc23)cc1
    -12	0.1	-0.1	-52
> CCN(CC)S(=O)(=O)c1ccc(-c2csc(=Nc3cccc(C(F)(F)F)c3)n2CCc2ccc(S(N)(=O)=O)cc2)cc1
    0	-0.6	-0.2	-12
> COc1cc(OC)cc(C(=O)NC(=S)Nc2ccc3[nH]c(=O)[nH]c3c2)c1
    4	-1.4	-0.1	-4
> COc1ccc(/C=C(\C#N)C(=O)OCC(=O)Nc2ccc(F)cc2Cl)cc1
    20	0.6	-0.1	-1
> O=C(Nc1ccc(NC(=O)c2cc([N+](=O)[O-])ccc2Cl)cc1)c1cccs1
    3	0.1	0.0	3
> Cc1cc(C)c(S(=O)(=O)NCC2CCC(C(=O)N3CCOCC3)CC2)c(C)c1 (stereo not drawn)
    6	-1.3	0.7	4
> Cc1ccc(OCC(=O)N2CCOCC2)cc1
    -1	-0.9	-0.1	-11
> COc1ccc(NC(=O)CSc2nc3cc4c(cc3cc2C#N)OCO4)cc1OC
    4	0.0	-0.1	-6
> CC1=C(C(=O)Nc2ccc(Br)cn2)C(c2cccc([N+](=O)[O-])c2)C2=C(CCCC2=O)N1 (stereo not drawn)
    -6	-0.8	-0.3	-12
> COc1ccccc1OCC(O)CO (stereo not drawn)
    -11&4	-1.4&-0.1	-0.2&0.0	-3
> O=C(NCCCc1ccncc1)C1CC12CCN(C(=O)c1ccc(-n3cccn3)cc1)CC2 (stereo not drawn)
    -10	3.1	-0.2	2
> CC1CCCCC12NC(=O)N(Cc1ccccc1Cl)C2=O (stereo not drawn)
    4	2.7	-0.1	2
> Cc1cccc(NC(=O)CN2C(=O)S/C(=C\c3ccc(Br)s3)C2=O)c1
    -7	1.1	0.1	-5
> Cc1ccc(-c2nc(NC(=O)c3ccc(Cl)cc3Cl)sc2-c2ccc([N+](=O)[O-])cc2)cc1
    -3	1.0	-0.1	11
> CCOc1cc(/C=C2/NC(=O)NC2=O)cc(Br)c1OCC
    -8	-0.7	-0.1	-8

Continued.
Values run as follows: MITF primary	GPR151 activ	FBW7 activator	TEAD-YAP block
> Cc1cccc(Cc2c(C)nc3c(C(=O)NC4CCCCC4)cnn3c2C)c1
    2	-0.1	-0.1	4
> CCc1ccccc1NC(=O)Cc1csc(NC(=O)c2ccc(Cl)cc2)n1
    -1	1.0	-0.1	-19
> CS(=O)(=O)N(CC(=O)N1CCCCC1)c1ccccc1Cl
    -5	0.3	-0.1	-8
> N=c1nc(SCC(=O)N2CCc3ccccc32)ss1
    11	-0.9	0.0	-4
> CCC(C)c1ccc(NC(=O)c2ccc([N+](=O)[O-])o2)cc1 (stereo not drawn)
    10	-0.3	0.8	-74
> Cc1cc(C)nc(SCC(=O)Nc2ccc(C(N)=O)cc2)n1
    5	-2.1	-0.1	-13
> O=[N+]([O-])c1cc(Cl)ccc1N1CCN(S(=O)(=O)c2ccc(F)cc2)CC1
    17	1.7	-0.4	6
> CCCOc1ccc(N2C(=O)CC(NCCC34CC5CC(CC(C5)C3)C4)C2=O)cc1 (stereo not drawn)
    1	0.8	-0.1	-2
> O=C(O)/C(=C/c1cccc([N+](=O)[O-])c1)c1cccc2ccccc12
    1	0.3	-0.1	-3
> CC(C)(C)C1CCc2c(nc3sc(C(=O)c4ccc(F)cc4)c(N)c3c2-c2cccs2)C1 (stereo not drawn)
    13	-1.3	0.0	4
> Cc1nnc(SCC(=O)NC2CC2)n1CCc1ccccc1
    -6	-0.2	-0.4	7

Entries of single compounds from above.
Shown for `CCCOc1ccc(N2C(=O)CC(NCCC34CC5CC(CC(C5)C3)C4)C2=O)cc1` (stereo not drawn) = MITF primary = 1; GPR151 activ = 0.8; FBW7 activator = -0.1; TEAD-YAP block = -2
Shown for `O=[N+]([O-])c1cc(Cl)ccc1N1CCN(S(=O)(=O)c2ccc(F)cc2)CC1` = MITF primary = 17; GPR151 activ = 1.7; FBW7 activator = -0.4; TEAD-YAP block = 6
Shown for `O=C(O)/C(=C/c1cccc([N+](=O)[O-])c1)c1cccc2ccccc12` = MITF primary = 1; GPR151 activ = 0.3; FBW7 activator = -0.1; TEAD-YAP block = -3
